Assay outcomes from PubChem.
Pol kappa inh = qHTS for Inhibitors of Polymerase Kappa | purified Pol kappa, fluorescent DNA synthesis assay, 10 min | Potency, µM (top dose mostly 107 µM), without a hit: top-dose activity, negative = inhibition, actives largely listed as inhibitors | 0.53% of 400,000 active | AID 588579, 2011; also: potency is read from the fitted curve at half-maximal effect; % is scaled to controls: 0 for no effect and ±100 for the full control effect
Target sequence (Q9UBT6 whole entry, looked up): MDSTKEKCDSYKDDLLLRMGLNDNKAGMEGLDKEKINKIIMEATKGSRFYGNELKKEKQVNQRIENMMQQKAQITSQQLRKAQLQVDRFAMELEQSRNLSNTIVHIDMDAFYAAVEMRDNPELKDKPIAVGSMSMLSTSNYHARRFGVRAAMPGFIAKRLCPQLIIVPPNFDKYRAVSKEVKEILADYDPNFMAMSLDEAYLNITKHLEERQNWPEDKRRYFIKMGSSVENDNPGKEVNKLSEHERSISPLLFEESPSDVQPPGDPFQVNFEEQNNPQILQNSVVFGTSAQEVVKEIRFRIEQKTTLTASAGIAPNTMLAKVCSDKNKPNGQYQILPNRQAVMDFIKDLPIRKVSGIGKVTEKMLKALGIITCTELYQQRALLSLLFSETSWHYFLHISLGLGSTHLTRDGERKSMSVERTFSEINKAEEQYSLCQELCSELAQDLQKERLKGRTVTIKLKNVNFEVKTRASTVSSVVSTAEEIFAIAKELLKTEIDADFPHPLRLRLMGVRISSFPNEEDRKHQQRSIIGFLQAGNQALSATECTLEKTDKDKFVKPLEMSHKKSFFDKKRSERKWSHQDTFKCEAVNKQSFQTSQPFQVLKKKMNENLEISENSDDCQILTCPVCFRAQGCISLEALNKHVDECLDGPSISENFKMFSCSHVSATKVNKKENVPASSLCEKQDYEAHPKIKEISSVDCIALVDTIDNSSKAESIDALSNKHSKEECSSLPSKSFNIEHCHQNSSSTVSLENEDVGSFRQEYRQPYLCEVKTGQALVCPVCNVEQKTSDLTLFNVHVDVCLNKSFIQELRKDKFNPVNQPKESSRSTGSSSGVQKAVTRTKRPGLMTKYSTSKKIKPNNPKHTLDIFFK
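Enzyme at 10 nM met test compounds for 15 min at room temperature. Substrate addition (50 nM final) began the reaction, which was monitored by fluorescence at 0 and 10 min.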
LDHA block = qHTS assay for inhibitors of human lactate dehydrogenase; 0.15% of 480,000 active; AID 1347041, 2019; L-lactate dehydrogenase A chain (Homo sapiens), P00338; purified LDHA, NADH/diaphorase-resazurin fluorescence; hits give low values; activity change, % (values are at about 110 or 230 µM); in the data active = activity change below about -30%; inconclusive = mostly about -25% to -30%;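 also: plate controls were DMSO wells for no effect and wells without enzyme for full effect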
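Remaining NADH was detected by diaphorase (0.133 mg/mL) converting 37 µM resazurin to fluorescent resorufin, read at 0 and 20 minutes. The preceding 5-minute room-temperature reaction used 2 nM LDHA, 0.2 mM sodium pyruvate and 0.06 mM NADH at pH 7.4.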
Pol eta inh = qHTS for Inhibitors of Polymerase Eta. DNA polymerase eta (Homo sapiens), Q9Y253. recombinant Pol eta, fluorescent DNA replication assay. Potency, µM (titrated, usually from 114 µM), for the others: at the top dose activity change, negative = inhibition, most hits filed as inhibitors. 1.2% of 390,000 active. AID 588591, 2011; also: potency is read from the fitted curve at half-maximal effect; % is scaled to controls: 0 for no effect and ±100 for the full control effect
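Fluorescent replication assay: 50 nM final substrate added after a 15 min room-temperature compound preincubation with 10 nM enzyme. Signal taken at 0 min and again at 10 min.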
APE1 inh = qHTS Assay for Inhibitors of the Human Apurinic/apyrimidinic Endonuclease 1 (APE1). recombinant APE1, TAMRA/BHQ-2 abasic DNA cleavage fluorescence. DNA repair nuclease/redox regulator APEX1 (Homo sapiens), P27695. AID 2517, 2012. 0.35% of 350,000 active. Potency, µM (top dose mostly 65.8 µM), for inactives: at the top dose activity change, negative = inhibition, most hits filed as inhibitors;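 also: potency is read from the fitted curve at half-maximal effect; plate controls were vehicle for no effect and reference inhibitor for full effect; nearly all actives have a fitted effect of over 55% in size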
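APE1 at 0.75 nM preincubated 15 min at room temperature with compound. Reaction then started with 50 nM double-stranded THF-abasic substrate labelled with TAMRA/BHQ-2, and 525/598 nm fluorescence read kinetically. Activity taken as third-minus-first read difference, normalized to DMSO and NSC13755 controls.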
RGS4 inh = Inhibitors of Regulator of G Protein Signaling (RGS) 4: qHTS; Potency, µM (series often up to 114 µM), for the others: at the top dose activity change, negative = inhibition, usual class: inhibitors; Regulator of G-protein signaling 4 (Homo sapiens), P49798; Transcreener GDP fluorescence polarization, RGS4-accelerated GTP hydrolysis; 0.039% of 390,000 active; AID 504845, 2011; also: potency is read from the fitted curve at half-maximal effect; % is scaled to controls: 0 for no effect and ±100 for the full control effect; nearly all actives have a fitted effect of over 75% in size; some results filed as inactive show a strong effect at the top dose
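MLSMR compounds (23 nl, pin-transferred) preincubated 10 min at room temperature with a 500nM (2x) first reagent, then RGS4 at 900nM (2x) plus Transcreener GDP mix added; fluorescence polarization (620/688 nm) read before and after 90 min at 30 °C.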
Anesthetic bind = qHTS Assay for Identification of Novel General Anesthetics; 0.074% of 350,000 active; Potency, µM (titrated, usually from 77.5 µM), without a hit: at the top dose activity change, negative = displacement, actives largely listed as inhibitors; AID 485281, 2010; apoferritin/1-aminoanthracene competitive binding, fluorescence; also: potency is read from the fitted curve at half-maximal effect; % is scaled to controls: 0 for no effect and ±100 for the full control effect; nearly all actives have a fitted effect of over 20% in size
Target sequence (P02791 2-175 limits assumed): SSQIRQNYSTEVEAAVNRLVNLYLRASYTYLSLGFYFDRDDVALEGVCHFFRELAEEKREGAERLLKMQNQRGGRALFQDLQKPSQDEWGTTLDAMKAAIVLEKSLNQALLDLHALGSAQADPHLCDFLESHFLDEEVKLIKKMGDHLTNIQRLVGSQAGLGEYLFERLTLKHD
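Horse-spleen apoferritin (10 uM) in 50% saturated 1-aminoanthracene in PBS was incubated 10 min at room temperature with compound. Fluorescence (ex 380, em 535 nm) was normalized to free and bound 1-AMA, with concentration-response fitted by a four-parameter Hill equation.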
POLB inh = qHTS Assay for Inhibitors of DNA Polymerase Beta. Pol beta primer extension/strand displacement, fluorescence kinetic. AID 485314, 2010. Potency, µM (highest dose often 114 µM), inactives show top-dose activity change, negative = inhibition, usual class: inhibitors. P06746. 1.3% of 340,000 active; also: potency is read from the fitted curve at half-maximal effect; % is scaled to controls: 0 for no effect and ±100 for the full control effect
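10 nM enzyme + cpd, 15 min RT; start with substrate 50 nM final; read 0 min and after 10 min RT. Corrected, normalized data; 4-parameter Hill curve fit.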
ERG Ets-DNA blk = qHTS for Small Molecule Inhibitors of the ERG Ets/DNA interaction. Potency, µM (doses to about 76.9 µM), for the others: at the highest dose FP activity, negative = inhibition, usual class: inhibitors. 0.028% of 370,000 active. fluorescence polarization, His-ERG Ets domain / labelled DNA. Transcriptional regulator ERG (Homo sapiens), P11308. AID 624246, 2012; active = well fitted inhibition curve with a large enough effect in the polarisation, with a control signal flat; inconclusive = small, poorly fitted or top-dose-only effect, or effect the other way, or a change in a side signal; inactive = no such curve, though single readings can be large or run the other way; the % refers to the polarisation;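 also: polarization taken with two DNA probes labelled with fluorescein and Texas red; potency is read from the fitted curve at half-maximal effect; % of control where 0% means no effect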
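His-tagged ERG Ets domain (1 uM in the protein solution; 300mM KCl, 50mM Tris-HCl, 1mM EDTA, 1mM DTT, pH 7.5) received compound, then a probe mix of 5 nM fluorescein-DNA and 100nM Texas-615-DNA. Fluorescence polarization was read for both dyes.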
ALOX12 inh = Primary qHTS assay for inhibitors of human arachidonate 12S-lipoxygenase (ALOX12): Round 2. Potency, µM (titrated, usually from 108 µM), for the others: top-dose activity change, negative = inhibition, usual class: inhibitors. purified 12hLO, xylenol orange hydroperoxide absorbance. 1.1% of 580,000 active; also: potency is read from the fitted curve at half-maximal effect; % is scaled to controls: 0 for no effect and ±100 for the full control effect
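Purified human 12hLO (150 nM final) in 25 mM Hepes, 0.01% Triton X-100, pH 7.0 was preincubated 15 min at room temperature with compound. Then 40 uM arachidonic acid was added, 30 min. Hydroperoxide was read by Fe-XO absorbance ratio 573/405 nm.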
Active calls of the source: *; i = inactive; ? = inconclusive; . = no result given; & = joins results of further samples; [ ] = another dose, or the depositor's remark. Unless noted, calls follow the shape of the dose curve; as a rule, active = well fitted curve in the direction sought with a large enough effect; inconclusive = small, poorly fitted or top-dose-only effect, or another doubt; inactive = no such curve, though single readings can be large; an effect the other way counts as inactive or inconclusive.

Each structure is followed by: RGS4 inh	ERG Ets-DNA blk	LDHA block	Anesthetic bind	ALOX12 inh	Pol kappa inh	APE1 inh	POLB inh	Pol eta inh
O=C(Nc1nnc(C2=COCCO2)o1)c1cccc(Br)c1
 : 1%	0%	-1	-10%	12%	-10%	8%	0%	5%
Nc1nonc1-n1nnc(C(=O)N/N=C/c2ccccc2Cl)c1CSc1ccccc1
 : -17%	37%[activator]	-6	0%	127%[activator]	-12%	-16%	15%	-3%
O=c1[nH]cc(N=Cc2cc(Cl)cc(Cl)c2O)c(=O)[nH]1
 : ?	-6%	4	-3%	?	?	2%	34%	-3%
COc1ccc(NC(=O)CC2C(=O)N(C)C(=S)N2Cc2ccco2)cc1 (centres undefined)
 : -36%	-1%	-4	-13%	-24%	0%	23%	17%	-16%
O=C(c1ccc(Cl)nc1)N1CCN(C/C=C/c2ccccc2)CC1
 : 8%	0%	-5	-7%	36%[activator]	-14%	-5%	-1%	4%
CCOc1ccccc1C(=O)Nc1ccc(-n2nncc2-c2ccccc2)cc1
 : 13%	0%	-8	-16%	-27%	-11%[60.1 µM]	.	22%	-7%
CCCc1nnc(SCC(=O)Nc2ccc(OC)cc2)n1N
 : 9%	0%	0	-5%	14%	-4%	-6%	3%	-6%
O=C(c1ccncc1)N1CCN(c2ccc(F)cc2)CC1
 : -31%	0%	-6	-4%	-19%	-2%	-1%	23%	-13%
O=C(COc1ccccc1)Nc1cc2c3c(c1)CC(=O)N3CCC2
 : -24%	-6%	-2	.	-11%	-11%	2%	.	-7%
COc1cc(OC)cc(C(=O)NNC(=O)c2ccc3ccccc3n2)c1
 : -13%	-8%	2	.	26%	-13%	14%	.	-3%
CC(C)(C)c1ccc(/C=C(\C#N)C(=O)NCCN2CCOCC2)cc1
 : -5%	-3%	-8	-10%	-11%	-11%	15%	18%	-7%
O=C1C=C(c2cc(Cl)cc(Cl)c2)C[C@@H](c2ccc(F)cc2)C1
 : 21%	-8%	-3	.	0%	1%	32%	.	-27%
CC1CCc2nn(CC(=O)NCCN3CCCCC3C)cc2C1 (centres undefined)
 : 3%	10%	-3	-3%	438%[activator]	15%	-3%	1%	-20%
O=C(N/N=C/c1ccncc1)c1ccc2c(c1)OCO2
 : -40%	6%	2	-6%	-10%	1%	4%	-1%	-9%
CCCCCc1cc(=O)oc2c(C(CCN3CCCC(C)C3)c3ccc(OC)cc3)c(OC)cc(OC)c12 (centres undefined)
 : 23%	-2%	3	-13%	?	-9%	-3%	-1%	-6%
O=C(O)C1Cc2ccccc2CN1C(=O)COc1ccc(Cl)cc1 (centres undefined)
 : -1%	12%	-4	-6%	-65%	-20%	-6%	-27%	32µM*
O=C(NCc1cccnc1)C(=O)NCC1OCCN1S(=O)(=O)c1ccc(F)cc1 (centres undefined)
 : 4%	5%	0	3%	16%	-9%	-6%	-3%	-16%
COc1ccc(NC(=O)NC2(C(=O)N3CCCCC3)CCCCC2)cc1
 : -1%	-1%	-4	10%	-3%	4%	77%	3%	-7%
Cc1ccc(N(C(=O)Cn2nnc3ccccc32)C(C(=O)NCc2ccco2)c2ccc(C)o2)cc1 (centres undefined)
 : -1%	-16%	-2	?	i	-16%	-3%	12%	-9%
O=C(CNS(=O)(=O)c1cccc(Br)c1)NCCCc1ccccc1
 : -5%	16%	-3	5%	0%	0%	-3%	6%	-17%
CC1CCCCN1C(=O)CSc1n[nH]c(-c2ccccc2)n1 (centres undefined)
 : -8%	3%	2	-6%	-25%	-10%[60.1 µM]	.	-21%	-21%
CC[C@]12c3[nH]c4ccc(OC)cc4c3CCN1C(=O)C(CC(=O)NCCCOC)C[C@@H]2C(=O)N1CCN(C(=O)C2CC2)CC1 (some centres undefined)
 : -6%	-3%	3	.	0%	17%	11%	.	-3%
CC(C)NC(=O)CCC(=O)N1Cc2ccccc2Oc2ncccc21
 : -23%	5%	-5	31%	-8%	-1%	.	6%	-11%
CCN1CCN(c2cc3c(nn2)Oc2ccccc2N3C)CC1
 : -3%	-2%	6	218%[activator]	10%	-10%	6%	23%	-21%
CCCCc1c(C)[nH]c2nc3ccccc3n2c1=O
 : -13%	5%	7	-9%	10%	-1%	1%	8%	-15%
COC(=O)C1=C[C@@H](C(=O)OC)[C@@H]2C3=C(C(=O)[C@]2(C)NC(=O)c2ccccc2)[C@H](C)[C@@H]2C(=O)NC(=O)[C@@H]2[C@@H]3C1
 : 4%	.	.	-1%	.	0%	2%	.	.
O=C(c1ccc(Cl)c(S(=O)(=O)N2CCOCC2)c1)N1CCCC1
 : -21%	-11%	-8	1%	-17%	-2%	10%	13%	-20%
c1ccc(-c2csc3ncn4nnnc4c23)cc1
 : -5%	-4%	-8	-4%	-16%	-18%	2%	-10%	-10%
COc1ccc2c(c1)c1c(c(=O)n(-c3ccc(F)c(Cl)c3)c(=O)n1CC(=O)N1CCCC1)n2C
 : 21%	-4%	-7	13%	-2%	-18%	.	2%	-9%
O=C(N/N=C/c1ccc(OC(F)F)cc1)c1ccc(CSc2nc3ccccc3[nH]2)cc1
 : 1%	3%	-8	-9%	5%	-8%	-2%	-1%	-25%
COc1cccc(/C=N/n2c(N)c(S(=O)(=O)c3cccs3)c3nc4ccccc4nc32)c1
 : 16%	-1%	0	-6%	-5%	-13%	-4%	2%	5%
COc1cc2[nH]c(=S)nc(NCCc3ccc(S(N)(=O)=O)cc3)c2cc1OC
 : -32%	14%	0	-9%	-15%	4%	-7%	?	-16%
O=C(COC(=O)c1ccccc1-c1ccccc1[N+](=O)[O-])c1ccccc1
 : 13%	4%	-7	-2%	147%[activator]	-18%	2%	-12%	-3%
Oc1ccccc1N1CCN(C(=S)NCc2ccccc2)CC1
 : -16%	-6%	0	-15%	0%	-2%	2%	1%	-21%
CC1CCCCC1NC(=O)CN1C(=O)NC(C)(c2ccc(OC(F)F)cc2)C1=O (centres undefined)
 : -4%	0%	-10	?	-14%	-2%	0%	?	-6%
Cc1ccc2oc(=O)n(CCNC(=O)Nc3ccc(Cl)cc3)c2c1
 : -4%	-1%	-3	-12%	-23%	4%	.	47%	-4%
N#Cc1c(NC(=O)CCCN2C(=O)c3ccccc3C2=O)oc(-c2ccccc2)c1-c1ccccc1
 : 20%	?	-3	?	497%[activator]	-6%	-7%	1%	-6%
O=C(Cc1ccccc1)Nc1nc2ccccc2[nH]1
 : -7%	-9%	-3	-11%	2%[57.4 µM]	-3%	-12%	22%	-7%
O=C(/C=C/c1ccccc1)Nc1ccc(Br)cn1
 : 8%	2%	-8	0%	-2%	-2%	-4%	-1%	-3%
Cc1ccccc1NC(=O)CSc1ccc(-c2cccnc2)nn1
 : 3%	-2%	-4	-8%	-2%	-13%	-3%	-10%	-18%
CC(C)(C)OC(=O)N[C@@H](Cc1ccccc1)C(=O)N[C@@H](CO)[C@H](O)[C@@H]1C[C@@H]1C(=O)N1CCCC1
 : -2%	-11%	0	-4%	2%	3%	31%	7%	-7%
COCc1cc(C)nc(SCC(=O)Nc2nc(C)cs2)c1C#N
 : -6%	-8%	-3	-1%	-19%	-11%	-22%	45%	-16%
CCOC(=O)c1c(CC(C)C)csc1NC(C)=O
 : 24%	13%	5	-8%	-1%	-8%	0%	4%	-20%
CCC(=O)Nc1sc(C(=O)Nc2ccccc2F)c(C)c1C(=O)OC
 : 3%	-4%	1	-18%	-3%	-2%	2%	11%	-13%
O=C(COC(=O)Cn1cnc2ccccc2c1=O)NCc1ccccc1
 : 13%	5%	-9	.	-23%	-11%	4%	.	-3%
C=CCn1c(SCc2ccc(Cl)cc2)nc2cc(C(=O)N3CCC(C(N)=O)CC3)ccc2c1=O
 : -3%	0%	1	-9%	?	-15%	-13%	33%	-5%
CCOc1cc(/C=N/NC(=O)c2nnn(-c3nonc3N)c2C)ccc1OCc1cccc(F)c1
 : -24%	2%	0	-1%	6%	-5%	60%[activator]	1%	-16%
COc1ccccc1C1(CCNC(C)c2cccs2)CCOC(C(C)C)C1 (centres undefined)
 : -5%	0%	1	-17%	77%[activator]	4%	0%	0%	-16%
CCOc1ccccc1NC(=O)C1C2C=CC(O2)C1C(=O)O (centres undefined)
 : 7%	-9%	5	-14%	?	-9%	17%	9%	-1%
O=C(CCC(=O)c1cccs1)NCc1cccc(Cl)c1
 : -22%	-3%	-5	.	-8%	-17%	25%	.	-5%
COC(=O)C1N[C@@H]([C@@H](NC(=O)COc2ccccc2)C(=O)NC2CC2)SC1(C)C (some centres undefined)
 : 4%	2%	-1	.	-4%	-4%&2%	.	.	-11%

A portion of the library; count on the stated rates, not on these rows.
